Bioassay records as filed in PubChem.
ELG1 repair inh: blocks ELG1-dependent DNA repair in HEK293T cells | Potency, µM (series often up to 46.1 µM), for the others: at the top dose activity change, negative = inhibition, hits mostly inhibitors | hit rate 2.3% among 330,000 | HEK293T ELG1-luciferase reporter, luminescence, 16 h; DNA damage induced by 5-fluorouridine; note: potency is the fitted concentration of half-maximal effect; % is set by controls: 0 for no effect and ±100 for the full control effect; nearly all actives have a fitted effect of over 55% in size
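Step one: seed 2,000 cells per well. Step two: pin-transfer compound or DMSO alongside 5-fluorouridine. Step three: incubate 16 hr, 37 °C, 5% CO2. Step four: add ONE-Glo, wait 30 min, read luminescence.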
TRPV1 ag: agonists of human vanilloid receptor 1 (TRPV1); Q8NER1; TRPV1-expressing cells, Fluo-8 calcium influx, agonist mode; activation, % at 8.33 µM; hit rate 0.19% among 320,000; AID 540275; in the data active = activation above about 80%; inconclusive = between about 30% and that limit; note: 0% is about no effect
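Fluo-8 calcium influx in TRPV1-expressing cells, kinetic read (ex 480/em 520 nm). Compound added and read 3 min for agonist activity, followed by capsaicin at EC20 final and 2 min further read for enhancement.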
TCR activator: activates T cell receptor signaling. 330,000 tested, under 10 active. Potency, µM (titrated, usually from 9.22 µM), for inactives: at the top dose activation of IL-2 secretion, actives largely listed as activators. AID 504894. primary human leukocytes, anti-CD3, IL-2 HTRF, 48 h; note: % of control where 0% means no effect
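Primary human leukocytes receive a-CD3 beads and test compound and are incubated 48 hr. Secreted IL-2 is then assayed by HTRF, measuring 665nm acceptor emission after 320nm excitation of the europium donor.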
MLL CXXC-DNA inh: inhibitors of human MLL CXXC domain-DNA interaction; Q03164; MLL-CXXC / FITC-HOXA9 DNA fluorescence polarization; Potency, µM (series often up to 115 µM), without a hit: top-dose activity change, negative = inhibition, usual class: inhibitors; hit rate 0.037% among 290,000; active = well fitted inhibition curve with a large enough effect in the polarisation, with a control signal flat, not every such curve was filed as active; inconclusive = small, poorly fitted or top-dose-only effect, or effect the other way, or a change in a side signal; inactive = no such curve, though single readings can be large or run the other way; the % refers to the polarisation; note: potency is the fitted concentration of half-maximal effect
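Steps: dispense CXXC domain solution (7 uM) → pin compounds or unlabeled HOX-A9 DNA control → 5 min ambient → add FLSN-HOX-A9 solution (50 nM) → spin → 30 min ambient → fluorescence polarization. Tris pH 7.5/NaCl/DTT/BSA buffer.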
PTAP TSG101 blk: blocks PTAP/TSG101 interaction to inhibit HIV-1 budding | Q99816 | Fluorescence polarization, FITC-PTAP peptide / Tsg101 binding | Potency, µM (top dose mostly 115 µM), inactives show top-dose activity change, negative = inhibition, usual class: inhibitors | 340,000 tested, under 10 active | AID 493005; active = well fitted inhibition curve with a large enough effect in the main read-out, with a control signal flat, not every such curve was filed as active; inconclusive = small, poorly fitted or top-dose-only effect, or effect the other way, or a change in a side signal; inactive = no such curve, though single readings can be large or run the other way; note: potency is the fitted concentration of half-maximal effect; % of control where 0% means no effect
Target sequence (Q99816 whole entry, looked up): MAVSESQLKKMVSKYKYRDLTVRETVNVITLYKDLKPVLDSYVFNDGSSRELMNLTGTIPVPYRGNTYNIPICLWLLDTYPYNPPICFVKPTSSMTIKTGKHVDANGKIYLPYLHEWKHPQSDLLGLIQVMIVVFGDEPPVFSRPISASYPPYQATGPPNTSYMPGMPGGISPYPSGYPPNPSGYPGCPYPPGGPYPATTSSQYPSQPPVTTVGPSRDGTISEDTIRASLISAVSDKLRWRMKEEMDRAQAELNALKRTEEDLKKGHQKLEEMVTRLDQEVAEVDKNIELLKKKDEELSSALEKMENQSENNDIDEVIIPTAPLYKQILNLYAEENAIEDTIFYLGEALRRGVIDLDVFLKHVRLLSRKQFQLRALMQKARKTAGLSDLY
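Steps: Tsg101 binding domain dispensed (10 uM final), compounds pinned in DMSO, FITC-labeled PTAP-motif peptide added (50 nM final); after 20 min binding at room temperature, polarization measured.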
Integrin act MD: integrin-mediated muscular dystrophy alleviation activation; alpha7betagal myoblasts, beta-gal FDG fluorescence, 48 h; Potency, µM (titrated, usually from 38.3 µM), for inactives: top-dose activation, hits mostly activators; hit rate 0.064% among 350,000;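 note: potency is the fitted concentration of half-maximal effect; 100% = response of the positive control SU9516; nearly all actives have a fitted effect of over 60% in size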
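Alpha7betagal+/- myoblasts (passage 13) were plated 16-24 hr, then exposed to compounds (1:260 dilution of DMSO stock) for 48 hours at 37C. After MPER lysis, β-galactosidase reporter activity was read as FDG fluorescence (ex 480/em 540) after 30 minutes.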
BRCA1 expr act: increases BRCA1 expression; hit rate 1.1% among 380,000; Potency, µM (titrated, usually from 46.1 µM), for inactives: top-dose activation, hits mostly activators; MCF7-BRCA1-FFLuc reporter, luminescence, 48 h; response scale: scaled: vehicle 0%, 10 µM genistein 100%; note: potency is the fitted concentration of half-maximal effect; nearly all actives have a fitted effect of over 80% in size; some results filed as inactive show a strong effect at the top dose
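MCF7-BRCA1-FFLuc cells, 2000/well in phenol-red-free MEM, attached 2 h then treated 48 h at 37 C. Luciferase luminescence read 15 min after reagent; normalized to genistein maximum activation (10microM) and DMSO, concentration-response fitted.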
B2AR arrestin: agonists driving beta-arrestin recruitment to human beta2-adrenergic receptor; AID 492947; P07550; Potency, µM (highest dose often 46.1 µM), for inactives: at the highest dose activation, usual class: activators; beta-arrestin recruitment to beta2AR, cell-based reporter; hit rate 0.02% among 330,000;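 note: potency is the fitted concentration of half-maximal effect; 0% = DMSO controls and full agonism = EC100 isoproterenol or metaproterenol; nearly all actives have a fitted effect of over 65% in size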
Target sequence (P07550 whole entry, looked up): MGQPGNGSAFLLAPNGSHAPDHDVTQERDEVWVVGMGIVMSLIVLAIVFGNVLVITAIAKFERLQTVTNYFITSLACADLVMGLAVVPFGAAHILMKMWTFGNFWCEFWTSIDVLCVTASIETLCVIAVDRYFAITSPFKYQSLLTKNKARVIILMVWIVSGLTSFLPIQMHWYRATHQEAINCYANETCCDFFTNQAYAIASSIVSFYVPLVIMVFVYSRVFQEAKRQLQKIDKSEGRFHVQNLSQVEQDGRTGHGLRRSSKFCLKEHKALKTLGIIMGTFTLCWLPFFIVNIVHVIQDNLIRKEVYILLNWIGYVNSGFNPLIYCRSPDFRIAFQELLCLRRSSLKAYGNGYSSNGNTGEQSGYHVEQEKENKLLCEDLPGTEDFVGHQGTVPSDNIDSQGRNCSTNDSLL
A-T KAP1 phos: potential ataxia-telangiectasia treatment; Potency, µM (highest dose often 57.5 µM), for inactives: top-dose activation, actives largely listed as activators; hit rate 0.19% among 320,000; […] A-T fibroblasts, KAP-1 phosphorylation AlphaLISA; neocarzinostatin DNA damage 30 min before lysis; note: potency is the fitted concentration of half-maximal effect; % of control where 0% means no effect; nearly all actives have a fitted effect of over 45% in size
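ATM-like activity read as KAP-1 phosphorylation via AlphaLISA donor/acceptor antibody pairs after lysis and 6 hr at 25C. Cells were ATM-null patient fibroblasts ([…], hTERT), dosed 60 min, then exposed to the DSB inducer NCS for 30 min.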
p53 reactivator: re-activators of mutant p53; H1299 p53-A138V BP100-luciferase reporter, luminescence, 24 h; hit rate 0.063% among 320,000; Potency, µM (doses to about 92.2 µM), inactives show at the top dose activity change, positive = activation, most hits filed as activators; AID 504706; note: potency is the fitted concentration of half-maximal effect; % of control where 0% means no effect; nearly all actives have a fitted effect of over 45% in size
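H1299 (p53-null), stable ts p53-A138V + BP100-Luc; 1000 cells/well, Opti-MEM/10% FBS; cpd 4 pt, 1:5; 24 h, 37 deg C, 5% CO2; detection reagent 10 min RT; luminescence.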
Numbers without * were called inactive; ? = inconclusive; / = not tested or not shown; & = joins results of further samples; [ ] = remark or other dose. Unless noted, calls come from the whole dose curve; as a rule, active = well fitted curve in the direction sought with a large enough effect; inconclusive = small, poorly fitted or top-dose-only effect, or another doubt; inactive = no such curve, though single readings can be large; an effect the other way counts as inactive or inconclusive.

SMILES	ELG1 repair inh	TRPV1 ag	TCR activator	MLL CXXC-DNA inh	PTAP TSG101 blk	Integrin act MD	BRCA1 expr act	B2AR arrestin	A-T KAP1 phos	p53 reactivator
CCN(CCn1cccn1)C(=O)CCc1nnc(-c2ccc3c(c2)OCO3)o1	?	-1	6%	0%	-2%	1%	19%	-0.8%	4%	2%
OC(CN1CCCC1)Cn1ccc2ccccc21 (stereo not given)	-10%	-3	3%	19%	-4%	30%	-10%	0.1%	-4%	2%
COc1cccc2c1oc1c(SCc3nc4ccccc4[nH]3)nc(C)nc12	?	/	1%	/	0%	/	-39%	0.1%	-2%	-3%
Cc1cccc2c1-c1sc(C(=O)NCCCN3CCC(C)CC3)cc1CO2	18%	1	-1%	2%	-5%	-58%[inhibitor]	-29%	-0.3%	10%	-4%
CCOCCn1c(CN2CCOCC2)nc2c1c(=O)[nH]c(=O)n2C	-1%	0	4%[46.1 µM]	-1%	1%	10%	33%	-0.7%	5%	5%
COc1ccc(OC)c(CN2CCC(C(=O)N3CCN(c4ccccc4F)CC3)CC2)c1	-29%	-2	-1%[46.1 µM]	11%	1%	-25%	-32%	-0.6%	2%	-6%
CC(C)(C)C1=C(C#N)C(c2ccncc2)C(C#N)=C(N)O1 (stereo not given)	-3%	-1	-1%[46.1 µM]	8%	-5%	12%	-1%	-0.3%	-7%	8%
O=C1C(Cc2ccc(F)cc2)SC(=Nc2ccccc2)N1c1ccccc1 (stereo not given)	2%	2	2%[46.1 µM]	0%	0%	7%	-51%	-1.3%	4%	-4%
Clc1ccc(C2CSc3c4ncnc-4ncn32)cc1 (stereo not given)	-18%	-1	3%	6%	-1%	18%	2%	-0.8%	0%	-3%
COc1cc(C(=O)OCC(=O)c2cc(C)n(C)c2C)cc(NC(=O)c2ccco2)c1OC	?	0	0%	-8%	-3%	-5%	-1%[1.84 µM]	-0.3%	2%	-28%
COc1cc(NC(=O)[C@H]2CCCN2S(=O)(=O)c2cccc3cccnc23)cc(OC)c1OC	-9%	-3	3%	/	-4%	7%	-7%	0.2%	8%	6%
CCCC(=O)N/C(N)=N/c1nc(C)c2ccccc2n1	-7%	0	-55%	-7%	-3%	9%	-49%	-1.1%	4%	7%
Cc1oncc1C(=O)Nc1ccc2ccccc2c1	?	22	3%	-4%	-3%	23%	91%	0.1%	6%	/
Cc1cccc(N2CCN(CCNC(=O)c3cc4c(s3)CS(=O)(=O)C4)CC2)c1C	?	2	0%	15%	-5%	-19%	-25%	0.0%	0%	-2%
O=[N+]([O-])c1cccnc1Oc1ccc(F)cc1	6%	-3	-132%	-2%	0%	18%	-15%	0.1%	4%	4%
O=C(NN=C1CCCCC1)c1ccccc1-n1cccc1	?	5	8%	-1%	-1%	-18%	-25%	-1.0%	2%	?
CCCC(=O)OC(C(=O)Nc1cc(C(F)(F)F)ccc1Cl)c1ccccc1 (stereo not given)	-1%	13	13%[46.1 µM]	-9%	1%	7%	-20%	-0.3%	9%	-7%
O=C(O)CC/C(=N\Nc1ccc([N+](=O)[O-])cc1)c1ccccc1	7%	16	0%	14%	-4%	-11%	19%	-0.2%	5%	1%
O=C(N1CCCC1)N1CCN(S(=O)(=O)c2ccccc2)CC1	16%	0	-2%	11%	-4%	26%	4%	-0.8%	1%	-2%
CCOc1ccc(N(C)S(=O)(=O)c2cnc[nH]2)cc1	18%	-1	0%	2%	-3%	9%	13%	-0.2%	9%	-1%
O=C1C(=C2SCCCS2)CC/C1=C\c1ccc(F)cc1	?	-3	-2%	4%	-4%	19%	-64%[inhibitor]	0.2%	2%	-2%
O=C(NCc1ccccc1)NC12CC3CC(CC(C3)C1)C2	-8%	22	6%	13%	-1%	0%	-16%	-0.9%	0%	-4%
CCOC(=O)c1ccc(NC(=O)CSc2nnc(CNC(=O)c3ccco3)o2)cc1	13%	-3	3%	8%	-6%	3%	4%	0.1%	-11%	4%
Cc1nn(C)c(C)c1C(C)NC(=O)c1cc(COc2cncc(Cl)c2)on1 (stereo not given)	0%	1	-17%	1%	-1%	-14%	-14%	0.1%	-3%	1%
O=S(=O)(Cc1ccccc1Cl)NCc1ccccc1	15%	16	1%	6%	-2%	0%	4%	-0.5%	6%	-2%
CCC(C)NS(=O)(=O)c1ccc(NS(=O)(=O)c2ccccc2[N+](=O)[O-])cc1 (stereo not given)	-2%	-1	-2%	-3%	-2%	-23%	-1%	0.2%	6%[11.5 µM]	1%
CCN(CC(=O)NCc1cccs1)C(=O)c1cccc(S(=O)(=O)Nc2ccccc2Cl)c1	-1%	-3	-6%	/	-3%	9%	-8%	-1.1%	1%	-6%
Cc1cccc(C(=O)OCC(=O)NCC2CCCO2)c1O (stereo not given)	?	7	-6%	/	-4%	16%	18%	0.1%	2%	?
Cn1c(=O)n(C)c2cc(C(=O)c3ccccc3)ccc21	?	8	/	10%	5%	-9%[7.66 µM]	-35%	0.1%	/	-8%
COc1ccc(C(=O)Nc2ccc(/C(C)=N/NC(=O)c3ccncc3)cc2)cc1	?	9	/	12%	/	/	/	-0.6%	4%	30%
Cc1cc(NC(=O)Cn2cc([N+](=O)[O-])cn2)n(Cc2ccc(F)cc2)n1	-12%	8	2%	-3%	-1%	-12%	-16%	-0.2%	0%	0%
Cc1c(Cl)cnc(NC(=O)COC(=O)C2CC2)c1Cl	?	/	-6%	/	-3%	2%	1%	2.2%	21%	-4%
Cc1ccc(C(=O)Cn2c(C(=O)O)cc3ccccc32)cc1	-9%	2	-2%	-29%	1%	9%	-47%	0.1%	13%	-22%
O=C(Nc1ccccc1N1CCCC1)C1CCN(C(=O)c2ccc(F)cc2)CC1	16%	3	1%	/	-1%	8%	-17%	-0.1%	-1%	-1%
Cc1cccc(OCCCC(=O)NNC(=O)c2cccc(N(C)C)c2)c1	?	/	1%[46.1 µM]	/	-1%	2%	35%	0.1%	4%	9%
CC(=O)C1=C(C)NC(SCC(=O)c2ccc(-c3ccccc3)cc2)=C(C#N)C1c1cccnc1 (stereo not given)	-3%	-2	/	16%	/	/	/	-0.6%	2%	-6%
O=C1Nc2ccccc2C1=Nc1ccc2[nH]c3ccccc3c2c1	/	/	4%	/	-5%	-17%	-11%	/	/	/
CN(C)CCCCOc1ccc(F)cc1	-6%	-5	2%	1%	0%	-51%[inhibitor]	-18%	0.5%	-5%	10%
CC1CC=CCC1(CO)CO (stereo not given)	/	/	-21%	/	-2%	23%	-13%	/	/	/
CN1CCN(C(=O)C2CC(c3ccc(F)cc3)=NO2)CC1 (stereo not given)	?	-3	3%	-5%	-7%	4%	10%	0.3%	5%	5%
CC(Sc1nnc(NC2CCCCC2)s1)C(=O)Nc1ccc2c(c1)C(=O)c1ccccc1C2=O (stereo not given)	?	-4	-4%[46.1 µM]	18%	-10%	0%	77%	-0.3%	1%	?
O=C(NC12CC3CC(CC(C3)C1)C2)c1ccccc1	4%	23	0%	14%	-5%	-26%	-1%	-0.2%	-2%	9%
O=[N+]([O-])c1cccc(-c2noc(-c3cccs3)n2)c1	?	4	1%	-8%	-6%	-2%	65%	-0.6%	-1%	17%
COc1ccc2c(CC(=O)OCC(=O)Nc3sc4c(c3C#N)CCC(C)C4)coc2c1 (stereo not given)	?	15	-1%[46.1 µM]	8%	-4%	8%	40%	0.1%	3%	?
CC(=O)Nc1ccc(Br)cc1C(=O)C(=O)O	21%	-5	-7%[46.1 µM]	10%	-1%	-23%	-35%	0.0%	0%	20%
O=C(NCCc1ccccc1)C1CCCN1S(=O)(=O)c1ccc(F)cc1 (stereo not given)	/	/	3%	/	-7%	-6%	-2%	/	/	/
Nc1ccc(S(=O)(=O)Nc2cnc3ccccc3n2)cc1	6%&-2%	0&-2	8%&7%	-4%&-17%	-1%&0%	?	3%&1%	-0.1%&-0.7%	-1%&-1%	0%&0%
COc1ccc(-c2cc(C(F)(F)F)c(C#N)c(=O)[nH]2)cc1	0%	-1	2%	-2%	-1%	-22%	-5%	6.7%	8%	5%
Cc1cc(N)cc(C)c1-c1c(Br)cc(N)cc1Br	/	/	1%	/	4%	-16%	-66%	/	/	/
Cc1ccc(-c2cc(C(=O)N/N=C/C(Br)=C/c3ccccc3)n[nH]2)o1	-27%	-2	-8%	40%[activator]	-6%	-46%[inhibitor]	-66%	-0.2%	-1%	2%
CCOc1cc(N2CCOCC2)c(OCC)cc1NC(=O)CN1C(=O)NC(C)(C2CC2)C1=O (stereo not given)	13%	1	8%	14%	-1%	-46%[inhibitor]	-12%	0.1%	0%	0%

Just MLL CXXC-DNA inh, PTAP TSG101 blk and TRPV1 ag, for some of the entries so far:
mol	MLL CXXC-DNA inh	PTAP TSG101 blk	TRPV1 ag
Cc1cccc2c1-c1sc(C(=O)NCCCN3CCC(C)CC3)cc1CO2	2%	-5%	1
O=[N+]([O-])c1cccnc1Oc1ccc(F)cc1	-2%	0%	-3

No enrichment for hits; about 3.8% have a hit in one of these screens.
